# CTSL1 counter = counter-screen for PFM18AAP inhibitors: inhibitors of F. hepatica cathepsin L1 | recombinant F. hepatica cathepsin L1, Z-Leu-Arg-MCA fluorescence | inhibition, % at 5.96 µM | 0.49% of 300,000 active;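 active means inhibition above the mean of all tested compounds plus 3 SD, set per screening campaign, cut at about 17% in these data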;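 further: 0% = plate median of test compound wells and 100% = 1 µM Z-Phe-Ala-diazomethylketone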
# ZTA counter = counter-screen for EBNA-1 inhibitors: inhibitors of Epstein-Barr virus ZTA; P03206; inhibition, % at 11 µM; 0.15% of 320,000 active; ZTA-DNA binding, fluorescence polarization; in the data active means inhibition above about 33%
# Target sequence (P03206 whole entry, looked up): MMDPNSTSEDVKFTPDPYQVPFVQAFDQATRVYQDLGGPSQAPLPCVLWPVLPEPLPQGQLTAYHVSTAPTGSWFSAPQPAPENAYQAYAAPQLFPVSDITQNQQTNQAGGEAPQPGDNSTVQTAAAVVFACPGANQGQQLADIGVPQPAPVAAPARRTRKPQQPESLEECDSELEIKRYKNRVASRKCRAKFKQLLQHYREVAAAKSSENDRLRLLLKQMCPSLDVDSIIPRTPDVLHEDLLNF
# PREPL inhibitor = human PREPL enzyme inhibition | Q4J6C6 | recombinant PREPL, fluorescence polarization activity-based probe | inhibition, % at 5.96 µM | 0.68% of 320,000 active | AID 2751; in the data active means inhibition above about 43%;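 further: 0% = enzyme with DMSO and 100% = wells lacking enzyme; many of its hits are not listed in these tables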
# Efflux pump mplx = inhibitors of Candida antifungal efflux pumps expressed in yeast | 0.44% of 330,000 active | inhibition, % at 10 µM | S. cerevisiae Candida pump triplex, Nile Red efflux | AID 485275;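 active means plate passing quality check with inhibition over a set limit, or well fluorescence over plate mean plus 4 SD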;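 further: Nile Red retained in pooled yeast measured as flow cytometry median fluorescence; 0% = buffer negative control and 100% = Enniatin B positive control; higher means more Nile Red kept so more efflux inhibition; some compounds called inactive have numbers as strong as hits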
# core dimer inh = blocks dimerization of HCV core protein; AID 1899; inhibition, % at 5 µM; TR-FRET GST/Flag-core106 dimerization, 1536-well; 0.33% of 300,000 active;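 active means inhibition above the mean of all tested compounds plus 3 SD, set per screening campaign, cut at about 45% in these data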
#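 System – GST-tagged and Flag-tagged HCV core protein residues 1-106 · Repeats – one well for each compound · Technique – TR-FRET 671 and 617 nm emission · Doses – one concentration, 5 µM, in 0.5% DMSO · Times – 4 h, 22.5 °C incubation · Also added – Eu donor and XL665 acceptor anti-tag antibodies · Measure – percent inhibition of core106 dimerization signal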
# TPT1 inh = inhibitors of Candida albicans tRNA 2'-phosphotransferase TPT1; recombinant caTPT1, FP RNA substrate dephosphorylation; inhibition, % at 5 µM; 0.81% of 300,000 active; AID 1962;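 active means inhibition above the mean of all tested compounds plus 3 SD, set per screening campaign, cut at about 24% in these data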;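 further: plate controls were DMSO alone for no effect and ferristatin control at 100 nM for full effect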
# PP1 counter = PP1-alpha (human) inhibition in PP5 counter-screen. purified PP1alpha, OMFP fluorescence. inhibition, % at 6.7 µM. AID 2235. P62136. 0.9% of 320,000 active;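 active means inhibition above the mean inhibition of all tested compounds plus 3 SD, computed separately for each screening campaign, cut at about 15% in these data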
# Target sequence (P62136 whole entry, looked up): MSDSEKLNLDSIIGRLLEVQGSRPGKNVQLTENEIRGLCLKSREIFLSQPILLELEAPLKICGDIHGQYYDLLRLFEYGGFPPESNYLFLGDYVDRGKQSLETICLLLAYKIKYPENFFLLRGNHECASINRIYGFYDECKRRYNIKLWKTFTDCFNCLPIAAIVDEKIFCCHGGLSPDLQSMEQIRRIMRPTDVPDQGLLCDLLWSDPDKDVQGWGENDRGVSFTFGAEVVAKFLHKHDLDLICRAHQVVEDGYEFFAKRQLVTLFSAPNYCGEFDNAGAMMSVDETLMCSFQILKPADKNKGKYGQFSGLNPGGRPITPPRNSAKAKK
# EBNA-1 inhibitor = blocks EBNA-1 binding to DNA; 0.34% of 300,000 active; inhibition, % at 14.8 µM; EBNA-1 DNA binding, fluorescence polarization; in the data active means inhibition above about 28%
# PP5 primary = inhibitors of human protein phosphatase 5 (PP5) | inhibition, % at 6.7 µM | AID 1987 | P53041 | purified PP5c, OMFP substrate fluorescence | 0.18% of 320,000 active;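 active means inhibition above the campaign's mean inhibition across all tested compounds plus 3 SD, cut at about 9.5% in these data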;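 further: 0% = DMSO only and 100% = 100 µM cantharidin control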
# Active calls of the source: *; nt = no result given. The list is partial; the hit share may differ from the screen's.
structure	CTSL1 counter	ZTA counter	PREPL inhibitor	Efflux pump mplx	core dimer inh	TPT1 inh	PP1 counter	EBNA-1 inhibitor	PP5 primary
O=C(Nc1ccc(Cl)cc1)c1ccc(OCC2CCCO2)cc1 (centres undefined)	2	2	2	0.0	4	-2	-2	-5	1.1
Cc1cc(C)c(S(N)(=O)=O)c(C)c1-n1cnnn1	4	13	18	-0.1	6	-7	2	6	-0.5
Nc1ccc(C(=O)Nc2ccccc2C(=O)O)cc1	4	3	2	-0.1	-10	5	-1	10	3.6
CC(C)Cn1c(-c2ccco2)csc1=Nc1cccnc1	10	0	19	-0.3	50*	7	3	6	0.8
Cc1ccsc1/C=N/n1cnnc1	-2	16	-3	-0.1	0	-3	0	5	1.4
CC(=O)Nc1ccc(OCC(=O)NCc2ccc3c(c2)OCO3)cc1	-6	2	-11	-0.1	1	0	0	2	-1.4
CCOC(=O)/C=C/COc1ccccc1[N+](=O)[O-]	-2	12	2	-0.1	-46	7	-9	6	-1.3
O=C(NCC(=O)N(c1cccnc1)C(C(=O)NC1CCCC1)c1cccs1)c1ccco1 (centres undefined)	-9	4	3	0.3	-2	3	2	-23	3.6
CCSC1=N/C(=C\C=C2/Oc3ccccc3N2CC)C(=O)S1	-4	11	19	0.1	-9	138*	-3	6	1.1
COC(=O)c1cc(C(=O)OC)[nH]n1	1	8	-4	-0.2	-3	0	-2	1	-1.7
CC(Sc1nnc(C2CC2)n1C1CC1)C(=O)Nc1ccccc1C#N (centres undefined)	nt	6	3	-0.2	nt	nt	-2	nt	3.1
Cc1ccc(N2CCN(S(=O)(=O)N3CCOCC3)CC2)cc1C	1	0	-7	-0.1	-5	1	-3	14	-2.0
O=C(Nc1ccc2c(c1)oc1ccccc12)c1ccncc1	3	0	-4	0.0	0	0	-3	6	3.0
O=C(O)CSCc1cn2cc(Cl)ccc2n1	0	0	4	0.2	-3	0	-2	-2	3.1
Cn1c(=O)c(=O)n(C)c2cc(S(=O)(=O)NCCOc3ccccc3Cl)ccc21	8	1	16	0.0	3	1	-1	-1	-1.5
CCN(CC(=O)Nc1ccc(C)c(F)c1)CC(=O)NC(C)(C)C	0	6	6	0.1	4	-3	-3	1	-0.2
CC(C)Oc1ccc(/C=N/NC(=O)c2nnn(-c3nonc3N)c2CN(C)C2CCCCC2)cc1	-1	3	10	0.3	-6	4	-2	-21	2.1
O=C(Nc1ccc2c(c1)OCO2)C1CCN(C(=O)c2ccc(Cl)cc2)CC1	-3	2	6	0.1	1	-1	-5	-20	-0.3
O=C(NC1CCN(C(=O)NCc2ccccc2)CC1)c1ccc(F)cc1	-5	1	0	-0.1	0	-4	-2	-3	1.5
CS(=O)(=O)c1ccc(NCCc2ccc(S(N)(=O)=O)cc2)c([N+](=O)[O-])c1	-3	-6	-10	0.0	-15	-4	4	-3	2.5
N=C(N)SCc1ccccn1	0	10	5	0.1	-3	-1	-1	-7	1.6
Nc1c(C(=O)c2cccs2)oc2ccccc12	-1	-12	17	0.1	-11	2	0	2	3.3
Cc1cc2c(Nc3ccc(C(=O)O)cc3)ncnc2s1	-5	14	6	-0.4	-6	2	-7	97*	-1.0
CC(=O)NC12CC3CC(C1)CC(C(=O)N1CCN(S(=O)(=O)c4cccc(F)c4)CC1)(C3)C2	0	6	6	-0.4	-4	-4	-4	5	0.0
O=C(CN1CCN(Cc2ccccc2)CC1)N/N=C/c1ccccc1F	-1	-6	10	0.0	4	1	-2	7	-0.7
Cc1cc(NC(=O)CSc2nnc(-c3ccoc3C)o2)no1	-1	18	-4	0.0	0	-4	-1	-5	0.4
COC(=O)C1=C(C)OC(N)=C(C#N)C1c1ccc(OC)c(OC)c1OC (centres undefined)	-3	-3	5	0.0	2	-1	0	-10	3.6
Cc1cc(C)c(OCC(=O)Nc2nnn(C)n2)c(Br)c1	-2	1	-4	0.1	-6	0	0	2	1.9
COCCCn1c(SCC(=O)N2CCOCC2)nnc1-c1ccco1	-2	7	-3	-0.4	0	1	2	6	1.0
CSc1ccccc1NC(=O)Cn1nnc(-c2ccc(S(C)(=O)=O)cc2)n1	0	-1	-4	0.0	6	3	-3	41*	1.3
CC1=CC(C/C(C)=C/COc2ccc3ccc(=O)oc3c2)OC1=O (centres undefined)	1	2	-1	0.0	4	2	-6	4	1.5
COc1ccc(NC(=O)C2CCN(S(=O)(=O)c3cccc4cccnc34)CC2)cc1OC	-2	-17	8	-0.1	0	-4	3	11	3.9
O=C1/C(=C/c2ccncc2)SC(=S)N1C1CCS(=O)(=O)C1 (centres undefined)	2	3	-12	0.0	1	1	-3	-1	2.3
CCOC(=O)C(C)NC(=O)Cn1ncc2c(=O)oc3ccc(C)cc3c21 (centres undefined)	-3	-3	-8	0.1	3	0	-1	-2	-1.5
CCS(=O)(=O)N1CCN=C1SCc1cccc(F)c1	-2	-7	-2	-0.9	-2	-1	-1	-1	3.8
CN(Cc1ccccc1NS(=O)(=O)c1ccc(Cl)cc1)C1CCCCC1	5	-8	8	0.1	3	-1	-1	-7	0.3
C/C(=N\n1cnnc1)c1ccc(C#N)cc1	5	-3	-4	0.0	-1	2	-2	-1	-2.9
Cc1nc2scc(-c3ccccc3)c2c(=O)n1/N=C/c1ccco1	1	-4	8	-0.1	3	0	2	3	-0.4
COc1ccc(CNC(=O)CCn2cccc2)cc1	17*	-7	0	0.1	-5	0	2	-8	4.3
Cc1nc(NC(=S)NC(=O)c2cccs2)ccc1Br	2	8	5	0.6	1	2	-3	-5	-0.9
CCOc1ccc(-c2nonc2NC(=O)c2ccco2)cc1OCC	-3	6	5	-0.1	9	-1	-3	11	0.1
CCCc1nn(C)c2c(=O)[nH]c(-c3cc(S(=O)(=O)N4CCN(C)CC4)ccc3OCC)nc12	-3	-10	-1	-0.1	-2	-2	1	2	1.6
O=C(CCn1c(=O)[nH]c2ccsc2c1=O)Nc1ccc(F)c(F)c1	2	-11	4	0.1	2	0	1	-7	1.9
O=C(CCN1C(=O)/C(=C/c2ccccc2Cl)SC1=S)NC1C=CS(=O)(=O)C1 (centres undefined)	0	5	24	0.1	8	-2	24*	-9	-1.2
Cc1ccccc1C(=O)Nc1nnc(CC(=O)N/N=C/c2cn(Cc3ccccc3)c3ccccc23)s1	4	-8	8	-0.1	33	1	15*	7	-0.3
COc1ccc2oc(C(=O)Nc3nc4ccc(S(C)(=O)=O)cc4s3)c(C)c2c1	5	-2	2	0.0	14	0	-8	-15	-0.5
CCOC(=O)c1cc(-c2ccccc2C)n(CC2CC(c3cccc([N+](=O)[O-])c3)=NO2)n1 (centres undefined)	6	2	-19	0.1	11	-3	3	6	0.9
CCOC(=O)C1CCCN(C(=O)c2cc3c(OC)c(OC)c(OC)cc3[nH]2)C1 (centres undefined)	0	-4	1	0.1	5	0	-1	3	0.7
CCc1ccc(NC(=O)CNS(=O)(=O)c2c(C)noc2C)cc1	-1	3	20	-0.1	-6	-1	-2	-7	1.9
CCn1cc([N+](=O)[O-])c(C(=O)N2N=C(c3ccc(OC)cc3OC)CC2c2ccccc2O)n1 (centres undefined)	8	-1	4	0.0	7	-3	2	-8	4.1

# With a hit mark in EBNA-1 inhibitor (from the list above):
Compound	PREPL inhibitor	Efflux pump mplx	core dimer inh	TPT1 inh	EBNA-1 inhibitor	PP5 primary
Cc1cc2c(Nc3ccc(C(=O)O)cc3)ncnc2s1	6	-0.4	-6	2	97*	-1.0
CSc1ccccc1NC(=O)Cn1nnc(-c2ccc(S(C)(=O)=O)cc2)n1	-4	0.0	6	3	41*	1.3

# Next entries:
structure	CTSL1 counter	ZTA counter	PREPL inhibitor	Efflux pump mplx	core dimer inh	TPT1 inh	PP1 counter	EBNA-1 inhibitor	PP5 primary
Cc1cc(NC(=O)Nc2cccc([N+](=O)[O-])c2)no1	0	8	12	-0.1	-3	1	-4	-6	3.8
O=C(NCCCN1CCN(c2ccccc2)CC1)C1CCCN(c2ncnc3c2nc2n3CCCCC2)C1 (centres undefined)	2	-5	23	0.0	-3	-2	-2	-6	0.1
Cc1ccc(-c2nnn(CC(=O)N3c4ccccc4CCc4ccccc43)n2)cc1	4	-1	5	0.0	4	-6	2	5	2.0
Cc1ccc(C(=O)N/C(=C\c2cccs2)C(=O)N2CCCCCC2)cc1	-1	5	-6	-0.1	5	-3	-3	0	1.9
Cc1ccccc1-n1cnnc1SCC(=O)Nc1cccnc1Cl	-4	-6	-12	0.0	-2	-1	-4	7	-0.3
COCCn1c(N)c(N(Cc2ccccc2)C(=O)CN2C(=O)NC(C)(c3ccccc3)C2=O)c(=O)[nH]c1=O (centres undefined)	-4	-1	13	0.0	-12	-1	-2	4	2.1
CC(=O)NNC(=O)c1csc(-c2csc(C)n2)n1	4	8	1	0.1	-2	2	-2	0	-0.7
CC12CN3CCN(CC(C3)/C1=N\N=C1/C3CN4CCN(C3)CC1(C)C4)C2	-1	-10	8	-0.1	5	0	1	-6	-0.5
C#CCn1c2ccccc2c2nc3ccccc3nc21	1	2	-3	-0.2	6	0	14	2	0.6
CN(CCCN1CCCCC1)C(=O)c1cc(COc2ccc(F)cc2F)on1	3	16	25	-0.1	12	-3	-2	16	0.7
CC(=O)c1ccc(NC(=S)N2CCN(c3ccccn3)CC2)cc1	-16	-12	-33	-0.1	0	-2	-4	-5	1.7
COCC(C)Nc1nc(C)c(C(C)=O)s1 (centres undefined)	-5	11	-1	0.1	4	2	-1	-4	-3.7
Cc1cccc(N2CCN(S(=O)(=O)c3ccc4c(c3)CCN4C(=O)CCC(=O)O)CC2)c1C	-2	3	-8	0.1	10	1	0	14	0.9
COc1ccc(NS(=O)(=O)c2ccc(OC)c(NC(=O)CNC(=O)c3ccc(OC)cc3)c2)cc1	nt	-15	-2	0.0	nt	nt	7	nt	4.1
CC(C)CN(C(=O)COC(=O)Cc1cccc2ccccc12)c1c(N)n(Cc2ccccc2)c(=O)[nH]c1=O	-6	-3	9	-0.1	4	4	1	-4	3.3
Cc1ccccc1NC(=O)c1ccccc1-c1ccccc1	-1	-7	9	0.1	-5	-2	2	-7	1.9
O=C(N/N=C/c1cccnc1)c1cc(-c2ccccc2OCc2ccccc2)n[nH]1	-5	-7	-7	0.0	5	-2	-5	-3	0.9
Cc1nc(SCc2ccc(F)cc2)c([N+](=O)[O-])[nH]1	3	2	7	0.1	-10	0	1	-7	3.7
COc1ccc(CCN2C(=O)CS/C2=N\NC(=O)c2cccs2)cc1OC	-3	-1	0	-0.1	0	0	-10	4	-0.5
CCN(CC)c1ccc(C(=S)NCc2ccccc2)cc1	3	12	11	0.2	6	-3	-2	5	2.2
O=C(NCCNC(=O)c1ccc(Br)o1)c1cccnc1	-1	-8	-1	-0.1	3	2	-1	1	-2.0
O=C(Nc1nc2c(ccc3ccccc32)s1)c1ccco1	-1	10	9	0.2	13	-1	0	-3	4.1
COc1ccccc1C(=O)NN1C(=O)C2C3C=CC(O3)C2C1=O (centres undefined)	-4	7	5	0.1	-1	1	-1	-8	2.4
CCOc1cc2c(Cl)ncnc2c(OCC)c1OCC	3	-6	-1	0.0	2	-3	0	2	2.5
COc1cc(/C=N/NC(=O)C(NC(=O)c2ccccc2)c2n[nH]c(=O)c3ccccc23)ccc1OCC(N)=O (centres undefined)	-2	10	-3	-0.7	0	-1	0	-8	-0.9

# High-throughput results deposited in PubChem BioAssay by several laboratories.
